Bioassay records (PubChem BioAssay)
KCNQ1 inh: blocks the human KCNQ1 potassium channel; CHO-K1 KCNQ1, FluxOR thallium flux fluorescence; active compounds read high; B-score at 10 µM; hit rate 1.3% among 310,000;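 active = compounds whose thallium flux B-score, printed positive for inhibition, exceeds three library SD while starting fluorescence stays within three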;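 note: channel opened by potassium depolarization with thallium stimulus after 20 min compound exposure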
GSK3 alpha inh: human GSK-3 alpha kinase inhibition; ADP-Glo luminescence, 60 min; hit rate 0.1% among 320,000; AID 2650; inhibition, % at 10 µM;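 in the data active = inhibition above about 50%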;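 note: GST-tagged GSK-3 alpha with peptide substrate and 25 µM ATP; 0% = DMSO neutral wells and 100% = GW8510 positive control wells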
Target sequence (P49840 whole entry, looked up): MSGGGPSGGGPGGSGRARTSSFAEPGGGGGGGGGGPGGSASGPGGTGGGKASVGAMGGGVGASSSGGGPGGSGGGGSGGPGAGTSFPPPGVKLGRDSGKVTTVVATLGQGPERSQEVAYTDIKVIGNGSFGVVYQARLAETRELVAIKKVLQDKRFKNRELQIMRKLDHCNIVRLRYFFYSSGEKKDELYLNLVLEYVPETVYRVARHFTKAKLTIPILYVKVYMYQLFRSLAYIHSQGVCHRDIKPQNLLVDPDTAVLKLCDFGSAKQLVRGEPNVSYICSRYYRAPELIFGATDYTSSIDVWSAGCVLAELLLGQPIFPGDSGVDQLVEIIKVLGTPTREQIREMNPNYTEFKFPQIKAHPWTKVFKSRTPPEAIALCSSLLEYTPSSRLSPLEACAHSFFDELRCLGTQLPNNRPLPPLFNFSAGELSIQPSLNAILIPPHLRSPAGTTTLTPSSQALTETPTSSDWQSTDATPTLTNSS
KCNK9 inh: inhibitors of human KCNK9 two-pore domain potassium channel | B-score at 10 µM | HEK293 KCNK9, FluxOR thallium flux fluorescence; active compounds read low | Q9NPC2 | hit rate 1.2% among 310,000;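 active = ratio B-score over 3 SD below the library mean, with starting fluorescence within 5 SD of its mean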;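 note: negative B-score means less thallium flux so channel inhibition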
Dyrk1A ADPGlo: inhibitors of rat Dyrk1A kinase; Q63470; ADP-Glo luminescence, NFATc1 peptide; inhibition, % at 12.5 µM; hit rate 0.43% among 310,000; in the data active = inhibition above about 50%;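 note: plate controls were vehicle with enzyme for no effect and no enzyme for full effect; many of its hits are not listed in these tables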
PolyA inh: inhibitors of polyadenylation in S. cerevisiae; hit rate 0.02% among 300,000; S. cerevisiae SKY197-pL101 polyadenylation reporter, beta-gal luminescence; efflux-impaired pdr1/pdr3 knockout yeast; score 100 = 6 SD above DMSO; calls only at 12 µM; AID 1875;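 active = lowest replicate activity score at least 50, where 100 means six control SD above control mean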;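 note: yeast exposed to compound for 9 h at 30 °C; higher score means more reporter readthrough which indicates perturbed polyadenylation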
KCNQ1 pot: potentiates or activates the human KCNQ1 potassium channel; P51787; CHO-K1 KCNQ1, thallium flux FluxOR fluorescence; active compounds read high; B-score at 10 µM; hit rate 0.35% among 310,000; AID 2648;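 active = fluorescence ratio B-score, a plate-corrected score, at least three library SD, with initial intensity B-score within 5 SD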
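Medium – assay buffer, equal DMSO in all wells · Material – CHO-K1 cell line with stable KCNQ1 potassium channel expression · Signal – kinetic FluxOR thallium fluorescence, 10-s 1-Hz baseline, 110-s post-stimulus read · Compound – single concentration per compound, DMSO matched to controls · Schedule – 37 °C overnight plating, 90-min dark dye load, 20-min compound pretreatment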
HDAC3 inhib: human HDAC3 inhibition; O15379; recombinant HDAC3, fluorogenic peptide/trypsin coupled, fluorescence; inhibition, % at 8.3 µM; hit rate 0.15% among 320,000; AID 2718; in the data active = inhibition above about 26%, passing the limit was not always enough
RGS4 act: RGS4 potentiation or activation; HEK293 M3R/inducible RGS4, carbachol calcium flux Fluo4; active compounds read low; AID 463111; B-score at 10 µM; hit rate 0.92% among 310,000;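 active = B-score of the integrated calcium signal more than 4 SD below the library mean, with starting fluorescence not abnormally high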;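 note: negative B-score means reduced calcium response which marks RGS4 activation or potentiation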
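System: HEK293 FlpIn-TREx cells, stable M3R, doxycycline-inducible RGS4. Timing: overnight RGS4 induction, 30 min dye load 37 °C, 20 min compound RT. Also added: carbachol, ECmax concentration. Measured by: Fluo4 fluorescence kinetic imaging of calcium. Evaluation: integrated calcium ratio converted to B score.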
KCNK3 inh: human KCNK3 channel inhibition, primary screen | B-score at 10 µM | O14649 | CHO-KCNK3 thallium flux, FluxOR fluorescence; active compounds read low | hit rate 0.84% among 340,000;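 active = B-score under library mean minus 4 SD, starting fluorescence ratio at most library mean plus 5 SD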;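 note: more negative B-score means stronger inhibition of thallium flux through KCNK3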
hERG protect: hERG (human) protection from proarrhythmic block; hit rate 0.51% among 310,000; CHO-hERG, FluxOR thallium flux, dofetilide IC70 present; Q12809; activation (rescue from dofetilide block), less the hit threshold, % at 10 µM;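 active = activation above the mean of controls blocked by dofetilide plus 5 SD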;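 note: thallium influx through hERG after potassium depolarization seen as dye fluorescence rise; in these data hits start at about 4.7%; inactives centre near -7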
GSK3B inh: human GSK3beta kinase inhibition | P49841 | activity score (negative = inhibition), % at 10 µM | GST-GSK3beta kinase, ADP-Glo luminescence, 60 min; active compounds read low | AID 2097 | hit rate 0.038% among 300,000;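 active = more than half of replicate wells score below -50%, meaning over 50% inhibition versus plate controls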;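 note: 0% = median DMSO wells and -100% = median GW8510 positive control wells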
Target sequence (P49841 whole entry, looked up): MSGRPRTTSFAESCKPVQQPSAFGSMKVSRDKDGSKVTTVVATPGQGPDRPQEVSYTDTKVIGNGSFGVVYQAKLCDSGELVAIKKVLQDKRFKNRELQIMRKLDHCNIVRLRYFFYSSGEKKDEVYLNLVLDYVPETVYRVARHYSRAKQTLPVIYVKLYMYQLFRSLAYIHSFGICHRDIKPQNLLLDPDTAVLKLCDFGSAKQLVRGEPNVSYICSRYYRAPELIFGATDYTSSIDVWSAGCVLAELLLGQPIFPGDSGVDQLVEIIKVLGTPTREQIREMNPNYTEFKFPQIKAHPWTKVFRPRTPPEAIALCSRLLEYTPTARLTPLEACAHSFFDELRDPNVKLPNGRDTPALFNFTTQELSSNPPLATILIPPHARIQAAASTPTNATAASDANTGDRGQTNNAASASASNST
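Test system: GST-tagged human GSK3beta kinase, cell-free; evaluation: activity score scaled between in-plate DMSO and GW8510 controls; measured by: ADP-Glo luminescence; incubation: 60 min reaction, RT; benchmarks: DMSO and 20 µM GW8510; reagent: peptide substrate plus 25 µM ATP (final); medium: Tris/MgCl2 kinase buffer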
The depositor's hits bear a star; i = inactive; x = not tested or not shown.

mol | KCNQ1 inh | GSK3 alpha inh | KCNK9 inh | Dyrk1A ADPGlo | PolyA inh | KCNQ1 pot | HDAC3 inhib | RGS4 act | KCNK3 inh | hERG protect | GSK3B inh
O=C(COc1ccc(Cl)cc1Cl)NC1CCSC1=O (centres undefined) | i | 1 | i | 1 | i | i | 7 | i | i | -6 | -2
CCC(=O)Nc1cccc(-c2nnc(SCC(=O)c3ccccc3)n2C)c1 | i | x | i | -1 | i | i | 9 | i | i | -15 | -4
Cc1ccc(NC(=O)CCN2CCCCC2)cc1 | i | -4 | i | -2 | i | i | -5 | i | i | -11 | -3
COc1ccc(C(=O)Nn2c(C3CCC3)nc3ccccc3c2=O)c(OC)c1 | i | -5 | i | -1 | i | i | 2 | i | i | -10 | -5
Cc1ccccc1CN1CCN(C2CCC2)CC1CCO (centres undefined) | i | -2 | i | 4 | i | i | -4 | i | i | -8 | 0
CCc1ccc(OCC(=O)Nc2ccc(N3CCN(C(=O)c4ccccc4)CC3)cc2)cc1 | i | 1 | i | 0 | i | i | 8 | i | i | -8 | 2
COc1ccccc1NS(=O)(=O)c1cc2c3c(c1)CCN3C(=O)CC2 | i | 2 | i | 4 | i | i | 1 | i | i | -5 | -5
NC(=O)COC(=O)c1cccc(NS(=O)(=O)/C=C/c2ccccc2)c1 | i | -10 | i | -1 | i | i | 2 | i | i | -10 | 1
CCOc1ccc(NC(=O)C2CCN(S(=O)(=O)c3cccnc3)CC2)cc1 | i | -4 | i | -2 | i | i | 5 | i | i | -5 | -1
O=C(CCCc1ccccc1)N1CCc2ccccc21 | i | 2 | i | -4 | i | i | -3 | i | i | -10 | 3
CN(C)S(=O)(=O)N(CC(=O)N1CCN(c2ccccc2)CC1)c1ccccc1 | i | 0 | i | 1 | i | i | 2 | i | i | -3 | 0
COc1ccc(CCNc2c(N)n(Cc3ccccc3)c(=O)[nH]c2=O)cc1OC | i | -1 | i | 2 | i | i | 0 | i | i | -9 | -3
O=[N+]([O-])c1ccc(N(CC(O)CN2CCCCC2)S(=O)(=O)c2ccccc2)cc1 (centres undefined) | i | -4 | i | -4 | i | i | -6 | i | i | -14 | -2
CCCc1nc(SCC(=O)NCc2ccco2)c2c(=O)n(C)c(=O)n(C)c2n1 | i | 4 | i | 2 | i | i | 0 | i | i | -9 | -4
Cc1[nH]c(=O)[nH]c(=O)c1S(=O)(=O)Nc1ccc(Br)cc1F | i | -1 | i | 1 | i | i | 0 | i | i | -3 | 4
NC(=O)C[C@@H]1NC(=O)[C@H](CCC(=O)O)NC(=O)c2cc([N+](=O)[O-])cc(I)c2OCC[C@@H](C(N)=O)NC1=O | i | -3 | i | -21 | i | i | -2 | i | i | -4 | 3
CCOC(=O)C(=CNNc1ccsc1C(=O)OC)C(=O)OCC | i | 2 | i | -2 | i | i | 3 | i | i | -10 | -5
CC(C)Cc1ccc(S(=O)(=O)Nc2ccccn2)cc1 | i | -5 | i | 12 | i | i | -18 | i | i | -11 | 1
COc1cc(C(c2c(C)[nH][nH]c2=O)c2c(C)[nH][nH]c2=O)cc(Cl)c1O | i | 5 | i | x | i | i | -3 | i | i | -3 | 1
O=C(COC(=O)c1ccccc1Nc1ccccc1)c1ccccc1 | i | -3 | i | x | i | i | 7 | i | i | -8 | -8
NC(=O)Cn1nnc(-c2ccc(NC(=O)c3ccc(F)cc3)cc2)n1 | i | -2 | i | -1 | i | i | 1 | i | i | -10 | -4
CCOCCCNS(=O)(=O)c1ccc(OC)c(Cl)c1Cl | i | 3 | i | x | i | i | -8 | i | i | -6 | 2
COC(=O)[C@H](CC(C)C)NC(=O)CCc1nnc(COc2ccccc2)o1 | i | -1 | i | 0 | i | i | -3 | i | i | -7 | 5
C=CCn1ccc(=NC=C(C#N)C#N)c2ccccc21 | i | -2 | i | 6 | i | i | 16 | i | i | -7 | 1

Two records picked at random from the list so far, as already listed:
mol | KCNQ1 inh | GSK3 alpha inh | KCNK9 inh | Dyrk1A ADPGlo | PolyA inh | KCNQ1 pot | HDAC3 inhib | RGS4 act | KCNK3 inh | hERG protect | GSK3B inh
O=C(COc1ccc(Cl)cc1Cl)NC1CCSC1=O (centres undefined) | i | 1 | i | 1 | i | i | 7 | i | i | -6 | -2
Cc1ccc(NC(=O)CCN2CCCCC2)cc1 | i | -4 | i | -2 | i | i | -5 | i | i | -11 | -3

Further compounds
mol | KCNQ1 inh | GSK3 alpha inh | KCNK9 inh | Dyrk1A ADPGlo | PolyA inh | KCNQ1 pot | HDAC3 inhib | RGS4 act | KCNK3 inh | hERG protect | GSK3B inh
COc1ccc(C(=O)OCC(=O)Nc2ccc3[nH]c(=O)[nH]c3c2)c(OC)c1OC | i | 1 | i | 7 | i | i | 6 | i | i | -15 | -4
O=C(C1CCCN1S(=O)(=O)c1cccc2cccnc12)N1CCc2ccccc21 (centres undefined) | i | 3 | i | -4 | i | i | -1 | i | i | -3 | -1
CCC(C(=O)Nc1nc(C)c(C)s1)c1ccccc1 (centres undefined) | i | x | i | 6 | i | i | 6 | i | i | -1 | -2
O=C1CCCC(O)=C1C(C#Cc1ccccc1)C1=C(O)CCCC1=O | i | -1 | i | 3 | i | i | 6 | i | i | -39 | 3
O=C(Cc1ccc(F)cc1)Nc1ccc(S(=O)(=O)N2CCCCC2)cc1 | i | -5 | i | -1 | i | i | 8 | i | i | -15 | -1
O=C(N/N=C/c1ccccc1)c1ccc2c(c1)OCO2 | i | -1 | i | -1 | i | i | 2 | i | i | -4 | -3
Cc1c(Cc2ccccc2)sc(NC(=O)c2ccco2)c1C(N)=O | i | -1 | i | -1 | i | i | -9 | i | i | 3 | -5
C/C(=N\NC(=O)c1ccc(-c2ccccc2)cc1)c1cccc(N)c1 | i | 7 | i | -2 | i | i | 3 | i | i | -13 | 1
CC(C#N)(Cc1ccccc1)Nc1ccccc1 (centres undefined) | i | 2 | i | -3 | i | i | -4 | i | i | -10 | 3
Cc1cccc(NC(=S)N=Nc2c(O)n(CN3CCOCC3)c3ccccc23)c1C | i | -1 | i | 4 | x | i | -1 | i | i | -3 | -1
O=C(/C=C/c1cccc([N+](=O)[O-])c1)OCC1CCCO1 (centres undefined) | i | 0 | i | -7 | i | i | -5 | i | i | 3 | 0
O=C(CC(c1ccccc1)c1cc(Br)ccc1O)NCc1ccco1 (centres undefined) | i | 0 | -11* | -2 | i | i | 12 | i | -11* | -17 | 3
O=C(O)CCC(=O)N1CCN(Cc2ccc3c(c2)OCO3)CC1 | i | 1 | i | 3 | i | i | -1 | i | i | -4 | -1
CN1CCN(C(=O)c2cccc(S(=O)(=O)N3CCCCC3)c2)CC1 | i | 0 | i | x | i | i | 1 | i | i | -1 | -4
CCOC(=O)C1CCCN(Cc2cccc(Cl)c2)C1 (centres undefined) | i | -4 | i | -3 | i | i | -2 | i | i | -6 | -5
CS(=O)(=O)N(CC(=O)N1CCN(c2ccccc2F)CC1)c1cccc(C(F)(F)F)c1 | i | 0 | i | x | i | i | 3 | i | i | -5 | 7
CC(C)(C)NC(=O)NC(=O)COC(=O)c1c(F)cccc1Cl | i | -4 | i | 7 | x | i | 9 | i | i | -7 | 1
O=Cc1cccn1-c1cccnc1 | i | -1 | i | -6 | i | i | 12 | i | i | -5 | 1
CCOc1cc(S(=O)(=O)NCc2ccco2)c(OCC)cc1-n1cnnn1 | i | 0 | i | -7 | i | i | -11 | i | i | -8 | 3
Cn1c(=O)c(C(=O)NCc2ccccc2Cl)c(O)c2ccccc21 | i | -4 | i | 4 | i | i | 9 | i | i | 0 | -2
O=C(CN1CCN(c2nc(-c3ccccc3)cs2)CC1)Nc1ccc2c(c1)OCO2 | i | -1 | i | 6 | i | i | -6 | i | i | -5 | 2
COc1ccc(-n2c(=S)[nH]c3c(sc(=S)n3-c3ccccc3)c2=O)c(OC)c1 | i | 0 | i | -3 | i | i | 0 | i | i | -3 | 1
Cc1ccccc1NC(=O)c1ccccc1NC(=O)CCC(=O)O | i | 5 | i | 1 | i | i | -9 | i | i | -2 | -2
Cc1ccc(C(O)c2nc3ccccc3n2C)cc1 (centres undefined) | i | 0 | i | 3 | i | i | -4 | i | i | -10 | 0
O=C(COc1cccnc1[N+](=O)[O-])NCc1ccc(F)cc1 | i | -1 | i | -1 | i | i | -2 | i | i | -4 | 5
O=C1OCC2=C1C(c1ccc(F)cc1)Sc1ccccc1N2 (centres undefined) | i | 0 | i | -1 | i | i | -2 | i | i | 6.0* | 5
COc1ccccc1C(=O)NCc1ccc2c(c1)OCO2 | i | 1 | i | x | i | i | -3 | i | i | 4 | 4
Cc1ccnc(OC(C(=O)O)C(OCc2ccccc2)(c2ccc(F)cc2)c2ccc(F)cc2)n1 (centres undefined) | i | -5 | i | -8 | i | i | 3 | i | i | -12 | 4
CCCCOC(=O)c1nnc(-c2ccccc2)o1 | i | -5 | i | x | i | i | 1 | i | i | -6 | 0
COc1cc2c(cc1OC)/C(=C/C(=O)c1ccccc1)NCC2 | i | -1 | i | 1 | i | i | 4 | i | i | -9 | -1
COC(=O)c1cc(NS(=O)(=O)c2ccc(N3CCOCC3)c(NC(C)=O)c2)cc(C(=O)OC)c1 | i | -3 | i | 5 | i | i | -1 | i | i | -4 | 0
CN(C)NC1=CC(=[N+]2CCCC2)CC(C)(C)C1 | i | -4 | i | x | i | i | 0 | i | i | -12 | 5
COc1ccc(-c2nnn(CC(=O)NCCc3ccc(OC)c(OC)c3)n2)cc1 | i | -3 | i | 6 | i | i | -3 | i | i | -9 | 0
CC1CN(C(=O)CN2C(=O)c3ccccc3C2=O)CC(C)O1 (centres undefined) | i | -5 | i | 5 | i | i | -5 | i | i | -9 | 2
COc1ccc(N2C(=O)CC(Sc3nccc(C)n3)C2=O)cc1 (centres undefined) | i | -1 | i | -9 | i | i | -1 | i | i | -6 | x
Cn1cc([C@@H]2C[C@H]3CN(Cc4cccc(Cl)c4)C(=O)[C@]34CCCN24)c(-c2ccccc2)n1 | i | 0 | -7.3* | -6 | i | i | 0 | i | -9.7* | -6 | -3
CCN(CC)C(=O)CN1C(=O)/C(=C/c2ccccc2)SC1=S | i | -1 | i | -8 | i | i | 1 | i | i | -14 | 0

Some of the compounds tested. The share of hits here may be higher or lower than overall.
